# Pf growth 48h: Primary qHTS for delayed death inhibitors of the malarial parasite plastid, 48 hour incubation; actives 5.9% (n = 310,000); Potency, µM (top dose mostly 28.7 µM), for inactives: top-dose activity change, negative = inhibition, hits mostly inhibitors; P. falciparum luciferase growth in erythrocytes, 48 h; note: potency is the fitted concentration of half-maximal effect; % is set by controls: 0 for no effect and ±100 for the full control effect
#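 Compounds are pin-transferred into medium, infected erythrocytes (2% hematocrit, 0.1% parasitemia final) are added, and plates sit one parasite generation at 37 C in 5% CO2. Detection reagent is then added and luminescence measured.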
# AMA1-RON2 inh: qHTS for Inhibitors of AMA1-RON; Towards Development of Antimalarial Drug Lead: Primary Screen. Plasmodium falciparum AMA1 (3D7) - RON2 peptide interaction. AlphaScreen AMA1-biotinylated RON2 peptide binding. Potency, µM (series often up to 58.2 µM), for inactives: top-dose activity change, negative = inhibition, hits mostly inhibitors. actives 0.2% (n = 360,000);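 note: potency is the fitted concentration of half-maximal effect; 0% = vehicle wells and -100% = peptide control; nearly all actives have a fitted effect of over 45% in size; some results filed as inactive show a strong effect at the top dose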
#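 AMA1 (3D7) with his tag at 25 nM final met compounds first, then biotinylated RON2 peptide at 25 nM; detection used donor plus acceptor beads, 10 µg/mL apiece, read by AlphaScreen after 30 min at room temperature.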
# Shiga inhibitor: A qHTS for Small Molecule Inhibitors of Shiga Toxin | Vero cells, Shiga toxin protein synthesis inhibition reporter | actives 9.2% (n = 290,000) | inhibition, % at 38.7 µM; in the data active = inhibition mostly above about 28%, no sharp cut-off; inactive = mostly below about 43%; note: 0% is about no effect
# TbPYK inhibitor: qHTS of Trypanosoma Brucei Inhibitors | pyruvate kinase (Trypanosoma brucei), Q57TT1 | TbPYK enzyme, Kinase-Glo Plus ATP luminescence, 45 min | Potency, µM (titrated, usually from 76.8 µM), for inactives: at the top dose activity, negative = inhibition, actives largely listed as inhibitors | actives 0.12% (n = 410,000); note: potency is the fitted concentration of half-maximal effect; % is set by controls: 0 for no effect and ±100 for the full control effect; nearly all actives have a fitted effect of over 50% in size
#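 Quantitative HTS: titrated library compounds versus trypanosomal pyruvate kinase in TEA buffer (pH 7.2) containing KCl, MgCl2, BSA and Tween-20. Reactions were initiated with ADP, 130 uM final. Kinase-Glo Plus luminescence was read after 45 min at RT.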
# LmPK inh: qHTS Assay for Inhibitors of Leishmania Mexicana Pyruvate Kinase (LmPK); Q27686; purified LmPK, Kinase-Glo ATP luminescence, 1 h; Potency, µM (doses to about 57.5 µM), for the others: top-dose activity change, negative = inhibition, hits mostly inhibitors; actives 0.37% (n = 290,000); note: potency is the fitted concentration of half-maximal effect; % is set by controls: 0 for no effect and ±100 for the full control effect
# Target sequence (Q27686 whole entry, looked up): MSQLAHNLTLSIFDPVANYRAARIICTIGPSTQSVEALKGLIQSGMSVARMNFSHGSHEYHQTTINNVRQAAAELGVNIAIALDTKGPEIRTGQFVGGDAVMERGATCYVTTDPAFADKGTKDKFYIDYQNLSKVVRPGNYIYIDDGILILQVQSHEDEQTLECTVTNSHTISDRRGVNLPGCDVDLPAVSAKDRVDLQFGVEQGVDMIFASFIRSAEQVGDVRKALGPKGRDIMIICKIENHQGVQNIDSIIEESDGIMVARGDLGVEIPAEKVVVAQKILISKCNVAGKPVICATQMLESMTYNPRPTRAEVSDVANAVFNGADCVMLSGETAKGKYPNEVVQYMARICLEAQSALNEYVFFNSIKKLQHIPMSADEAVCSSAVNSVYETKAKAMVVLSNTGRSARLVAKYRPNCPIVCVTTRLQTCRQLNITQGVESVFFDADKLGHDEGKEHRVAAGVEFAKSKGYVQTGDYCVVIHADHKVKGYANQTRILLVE
#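 Purified LmPK (0.1 nM) with 0.5 mM PEP and 0.1 mM ADP in imidazole buffer pH 7.2 with MgCl2/KCl, 1 h at room temperature. ATP formed was read by luciferase luminescence and normalized to no-enzyme and uninhibited controls.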
# CHX counter: Cycloheximide Counterscreen for Small Molecule Inhibitors of Shiga Toxin. cell reporter, cycloheximide protein synthesis inhibition counterscreen. max response, %. actives 12% (n = 300,000); in the data active = max response mostly above about 13%, no sharp cut-off; inactive = mostly below about 14%; note: read at 38.3 µM for the half of the compounds with a filed dose; 0% is about no effect
# Pf growth 96h: Primary qHTS for delayed death inhibitors of the malarial parasite plastid, 96 hour incubation; P. falciparum luciferase reporter growth, 96 h; Potency, µM (titrated, usually from 28.7 µM), without a hit: at the top dose activity change, negative = inhibition, hits mostly inhibitors; actives 6.9% (n = 320,000); AID 504834, 2011; note: potency is the fitted concentration of half-maximal effect; % is set by controls: 0 for no effect and ±100 for the full control effect
#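 Plates of compound plus infected erythrocytes (2% hematocrit, 0.05% parasitemia final) incubate 96 hours, 37 C, 5% CO2. Detection reagent added; reduced luminescence from the parasites' luciferase reporter flags inhibition.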
# Starred values were filed as active, the others as inactive; ? = inconclusive; nt = no result given; + = active, no number; [ ] = remark or other dose. Unless noted, calls come from the whole dose curve; as a rule, active = well fitted curve in the direction sought with a large enough effect; inconclusive = small, poorly fitted or top-dose-only effect, or another doubt; inactive = no such curve, though single readings can be large; an effect the other way counts as inactive or inconclusive.
(1) CC12CCC(C(=O)NNc3ccc([N+](=O)[O-])cc3)(CC1=O)C2(C)C (centres undefined)
(2) Cc1cccc(NC(=O)c2nc[nH]c2C(=O)N[C@@H](C)C(=O)OCc2ccccc2)c1
(3) O=C(CSc1nnc(CNC(=O)c2ccccc2F)o1)c1ccccc1
(4) CCN(CC(=O)Nc1ccccc1C(F)(F)F)C(=O)CCc1c(C)[nH]c(=O)c(C#N)c1C
(5) COc1ccc(C(=O)NCc2ccccc2)cc1S(=O)(=O)N1CCCc2ccccc21
(6) O=C(Nc1ccc2c(c1)OCO2)c1ccc(Br)c(S(=O)(=O)N2CCCC2)c1
(7) CC(CNS(=O)(=O)c1ccc(Cl)cc1)n1cncn1 (centres undefined)
(8) COc1cc([N+](=O)[O-])ccc1NC(=O)CCCOc1ccccc1
entry no.	1	2	3	4	5	6	7	8
Pf growth 48h	48%[activator]	?	7%	-4%	?	2.6µM*	9%	-4%
AMA1-RON2 inh	0%	106%[activator]	106%[activator]	4%	-4%	4%	-9%	-8%
Shiga inhibitor	-4	-4	-1	4	23	61*	-10	-4
TbPYK inhibitor	-9%	7%	-5%	-2%	13%	-3%	0%	-7%
LmPK inh	4%	6%	-2%	6%	1%	4%	-2%	8%
CHX counter	0	-5	11	-2	6	28*	-3	14
Pf growth 96h	95%[activator]	-2%	-11%	6%	nt	34%[activator]	33%[activator]	-4%

# Only Shiga inhibitor and Pf growth 48h, for 4 of the compounds above:
no.	SMILES	Shiga inhibitor	Pf growth 48h
2	Cc1cccc(NC(=O)c2nc[nH]c2C(=O)N[C@@H](C)C(=O)OCc2ccccc2)c1	-4	?
3	O=C(CSc1nnc(CNC(=O)c2ccccc2F)o1)c1ccccc1	-1	7%
4	CCN(CC(=O)Nc1ccccc1C(F)(F)F)C(=O)CCc1c(C)[nH]c(=O)c(C#N)c1C	4	-4%
5	COc1ccc(C(=O)NCc2ccccc2)cc1S(=O)(=O)N1CCCc2ccccc21	23	?

# (listing goes on)
(9) CC(=O)c1ccc(NC(=O)C2CCCN2S(=O)(=O)c2ccc(C)cc2)cc1 (centres undefined)
(10) CC(C)CNC(=O)c1cccc(NC(=O)c2ccc(Cl)c([N+](=O)[O-])c2)c1
(11) O=C(Nc1nnc(SCc2ccc(F)cc2)s1)c1ccc2ncsc2c1
(12) FC(F)(F)c1ccc(N2CCN(Cc3ccc4c(c3)OCO4)CC2)nc1
(13) CCN1C(=NCCOC)N[C@@H](c2cccc(C(F)(F)F)c2)C(C(=O)OC)=C1C
(14) Cc1ccc(NC(=O)Nc2cccc3ccccc23)cc1
(15) O=c1cc(O)c2ccc(O)cc2o1
(16) Cc1cccc(-c2nnc(SCC(=O)N3CCOCC3)o2)c1
entry no.	9	10	11	12	13	14	15	16
Pf growth 48h	-6%	2%	174%[activator]	5%	-24%	37%[activator]	0%	119%[activator]
AMA1-RON2 inh	-5%	8%	?	4%	16%	-1%	-7%	4%
Shiga inhibitor	-14	10	+	0	-7	-10	-6	71*
TbPYK inhibitor	-1%	0%	-13%	5%	-8%	0%	2%	-6%
LmPK inh	-7%	2%	4%	1%	-6%	-9%	4%	-2%
CHX counter	-5	-2	65*	-2	0	9	-3	21*
Pf growth 96h	11%	6%	142%[activator]	27%	2.1µM*	7%	0%	?

# Continued; it opens with the 2 that closed the last part.
(15) O=c1cc(O)c2ccc(O)cc2o1
(16) Cc1cccc(-c2nnc(SCC(=O)N3CCOCC3)o2)c1
(17) CCn1c(C)cc(C(=O)CSc2nnc(-c3ccco3)o2)c1C
(18) O=C1NC(=Nc2ccccc2)S/C1=C\c1cccn1-c1ccccc1
(19) Cc1cc(C)c(S(=O)(=O)NCCOc2ccccc2)c(C)c1-n1cnnn1
(20) COc1ccc(Nc2nc(Cl)nc(Nc3ccc(OC)cc3)n2)cc1
(21) CCOc1cc(/C=N/NC(=O)CNc2ccc(C)cc2)ccc1OC(=O)c1ccccc1
(22) CC(=O)Nc1ccc(C(=O)NCCc2ccccc2)cc1
(23) COc1ccc(N2CCN(c3ccc(N4C(=O)COCC4=O)cc3[N+](=O)[O-])CC2)cc1
(24) O=C(O)CCCCCNC(=O)Cn1nnc2ccccc2c1=O
entry no.	15	16	17	18	19	20	21	22	23	24
Pf growth 48h	0%	119%[activator]	34%[activator]	nt	-12%	-2%	nt	77%[activator]	?	5%
AMA1-RON2 inh	-7%	4%	-4%	-12%	-1%	-9%	16%	12%	-8%[2.32 µM]	0%
Shiga inhibitor	-6	71*	nt	61*	-11	-3	10	62*	-4	9
TbPYK inhibitor	2%	-6%	-2%	-23%	8%	0%	-3%	-5%	-6%	-3%
LmPK inh	4%	-2%	nt	4%	10%	8%	9%	-1%	4%	1%
CHX counter	-3	21*	nt	47*	-1	6	13	60*	8	-3
Pf growth 96h	0%	?	11%	?	?	208%[activator]	25%	-15%	2%	22%

(25) O=C(/C=C/c1ccccc1Cl)Nc1cccc(O)c1
(26) C=CCc1c(C)nc(-c2ccccc2)nc1N/N=C/c1ccncc1
(27) CCCOc1ccc(CSc2nc3ccccc3[nH]2)cc1
(28) O=S(=O)(CCN1CCSCC1)c1ccccc1
(29) COc1cc(S(=O)(=O)NCc2ccc3c(c2)OCO3)c(OC)cc1C
(30) Cc1c(NC(=O)CSc2ncnc3c2cnn3-c2ccccc2)c(=O)n(-c2ccccc2)n1C
(31) CN(CC(=O)Nc1cc(Cl)ccc1Cl)C1CCS(=O)(=O)C1 (centres undefined)
(32) O=C(N/N=C/c1cccs1)c1cccnc1
entry no.	25	26	27	28	29	30	31	32
Pf growth 48h	278%[activator]	?	94%[activator]	10%	-3%	-8%	-11%	3%
AMA1-RON2 inh	5%	44%[activator]	-6%	-12%	-8%	-11%	15%	46%[activator]
Shiga inhibitor	78*	30	84*	-4	-8	nt	nt	27
TbPYK inhibitor	-6%	1%	-6%	1%	-1%	1%	-14%	-17%
LmPK inh	-11%[11.5 µM]	6%	?	-6%	0%	nt	nt	-7%
CHX counter	26*	23*	49*	-1	-2	nt	nt	3
Pf growth 96h	375%[activator]	?	103%[activator]	-1%	2%	-4%	-1%	-29%

(33) Cc1ccc(C2N(c3cccc(Cl)c3)C(=O)N3CCCN23)cc1 (centres undefined)
(34) CCOC(=O)c1ccccc1NC(=O)c1ccc2c(SCC(=O)O)c3c(nc2c1)CCCC3
(35) O=C(NNc1nc(-c2ccc(Br)cc2)cs1)c1ccco1
(36) COc1ccccc1N(CC(=O)NC1CCCC1)C(=O)C1(C)CC(=O)N=C2C=CC(C)=CN21 (centres undefined)
(37) C[C@H]1C[C@@H](C)C(=O)[C@@H]([C@H](O)CC2CC(=O)NC(=O)C2)C1
(38) C[C@H]1CCC(=O)N([C@H](CSc2ccccc2)Cc2ccccc2)CC1
(39) Cc1onc(-c2ccccc2Cl)c1C(=O)O/N=C(\N)c1ccccc1
(40) Cc1ccc2[nH]c3c(c2c1)CN(C(=O)CN1CCN(c2ccccc2F)CC1)CC3
entry no.	33	34	35	36	37	38	39	40
Pf growth 48h	?	2.3µM*	1.7µM*	5%	0.033µM*	?	?	-8%
AMA1-RON2 inh	-19%	1%	80%[activator]	3%	4%	-3%	-13%	nt
Shiga inhibitor	-4	-3	81*	-13	-25	7	19	-18
TbPYK inhibitor	0%	-2%	0%	1%	-1%	-2%	7%	nt
LmPK inh	1%	1%	1%	0%	9%	2%	-8%	1%
CHX counter	3	-2	31*	-4	-7	6	23*	1
Pf growth 96h	?	?	-29%	11%	?	12µM*	17%	?

(41) O=C(c1cccc(F)c1F)N1CCCC1
(42) C=CCN1CCN(C(=O)c2cc3c(s2)CCC(CC)C3)CC1 (centres undefined)
(43) CC(C)C(c1nnnn1Cc1ccc(F)cc1)N1CCN(C(=O)c2ccco2)CC1 (centres undefined)
(44) CCCc1cc(=O)oc2c(C)c(OCC(=O)NCCCN3CCOCC3)ccc12
(45) COc1ccc2c(-c3ccccc3)cc(SCC(=O)N(C)C)nc2c1
(46) CN1CCN(c2ccccc2NC(=O)c2ccc([N+](=O)[O-])cc2Cl)CC1
(47) O=C(NCC1CCCO1)c1cn(Cc2ccccc2Cl)nc1-c1ccccc1 (centres undefined)
(48) COc1ccc(C(=O)Nc2sc(C)c(C)c2CN2CC(C)OC(C)C2)cc1 (centres undefined)
entry no.	41	42	43	44	45	46	47	48
Pf growth 48h	5%	21%	?	-4%	-14%	?	-14%	42%[activator]
AMA1-RON2 inh	-16%	0%	-3%	5%	0%	-5%	-22%	10%
Shiga inhibitor	-2	50*	-13	-5	-3	-14	nt	68*
TbPYK inhibitor	-6%	1%	-11%	5%	0%	0%	-14%	4%
LmPK inh	0%	-5%	1%	-8%	9%	-1%	nt	3%
CHX counter	-1	37*	-3	-1	0	-2	nt	31*
Pf growth 96h	-23%	3%	13µM*	?	?	-12%	3%	48%[activator]

(49) CCOc1ccc(S(=O)(=O)NCc2ccco2)cc1
(50) C/C(N)=C(\C#N)C(=O)NCc1ccccn1
(51) COCCSc1nnc(-c2cccc(C#N)c2)n1C
(52) CN(C)S(=O)(=O)N1CCC(Oc2ccc(C(=O)N3C[C@H]4CC[C@H]3C4)cc2)CC1
(53) CC(C)C(=O)NNC(=O)CSc1nc(C2CCCCC2)nc2ccccc12
(54) Cc1cc(C)c2c(c1)c(C)cc1nnc(SCC(=O)c3cccs3)n12
(55) CCc1ccc(C(=O)NNC(=O)CCc2nc3ccccc3c(=O)[nH]2)cc1
(56) CCOC(=O)C1CCCCN1Cc1cc(Cl)ccc1O (centres undefined)
entry no.	49	50	51	52	53	54	55	56
Pf growth 48h	11%	?	18%	-22%	1%	?	0%	nt
AMA1-RON2 inh	-8%	126%[activator]	21%	-14%	65%[activator]	-6%	72%[activator]	27%
Shiga inhibitor	11	34	-19	-6	-15	11	nt	-32
TbPYK inhibitor	6%	1%	1%	-3%	-4%	21%	1%	0%
LmPK inh	2%	-11%	0%	-10%	1%	4%	nt	8%
CHX counter	1	10	-1	11	-3	-1	nt	-12
Pf growth 96h	0%	15%	nt	6%	1.5µM*	14%	18%	?

(57) COCCNC(=O)/C(C#N)=C/c1ccc(C(=O)O)cc1
(58) O=C(O)/C(=C1/OC(=O)c2ccccc21)c1ccccc1
(59) COC(C(=O)Nc1ccccc1F)c1ccccc1 (centres undefined)
(60) C/C(=C\C(=O)c1ccccc1)NCc1ccc(F)cc1
(61) Cc1cc(NC(=O)COC(=O)C2CC2)ccc1Br
(62) O=S(=O)(c1ccc(F)cc1)N1CCN(C(=S)NCC2CCCO2)CC1 (centres undefined)
entry no.	57	58	59	60	61	62
Pf growth 48h	5%	?	nt	?	-7%	2.6µM*
AMA1-RON2 inh	14%	-10%	-5%	7%	0%	-2%
Shiga inhibitor	-14	3	4	110*	nt	nt
TbPYK inhibitor	6%	-7%	-12%	1%	1%	-5%
LmPK inh	-2%	1%	6%	-1%	nt	nt
CHX counter	-3	11	-3	60*	nt	nt
Pf growth 96h	7%	-24%	0%	?	-2%	2.1µM*

# Assay outcomes: PubChem, National Center for Advancing Translational Sciences (NCATS)
